EPAC2 antag: antagonists of human EPAC2; AID 720708; Q8WZA2; EPAC2 GEF exchange of Rap1B-BODIPY-GDP, fluorescence; Potency, µM (top dose mostly 114 µM), without a hit: top-dose activity, negative = inhibition, most hits filed as inhibitors; actives 0.18% (n = 360,000); also: potency is read from the fitted curve at half-maximal effect; % is scaled to controls: 0 for no effect and ±100 for the full control effect; nearly all actives have a fitted effect of over 45% in size; many of its hits are not listed in these tables
DRD3 agonist: activates the human D3 dopamine receptor | D3R DiscoveRx beta-arrestin cells, luminescence, 90 min | max activation, % | actives 0.58% (n = 410,000); in the data active = max activation above about 30%; also: 0% is about no effect; mostly tested at two doses, the higher about 12 µM
Target sequence (P35462 whole entry, looked up): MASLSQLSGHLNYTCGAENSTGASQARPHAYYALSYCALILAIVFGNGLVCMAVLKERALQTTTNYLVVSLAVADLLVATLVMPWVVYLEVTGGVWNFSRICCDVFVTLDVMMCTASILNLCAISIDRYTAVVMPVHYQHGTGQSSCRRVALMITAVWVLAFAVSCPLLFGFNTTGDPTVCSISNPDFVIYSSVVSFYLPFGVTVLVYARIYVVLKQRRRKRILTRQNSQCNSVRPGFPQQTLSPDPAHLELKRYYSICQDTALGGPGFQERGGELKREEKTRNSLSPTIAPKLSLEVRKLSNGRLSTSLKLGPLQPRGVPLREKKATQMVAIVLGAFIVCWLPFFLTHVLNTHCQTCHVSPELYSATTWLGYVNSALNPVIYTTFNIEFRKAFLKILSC
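Agonist-mode cell screen: cells plated at 1500/well and incubated overnight at 37 °C, then exposed to library compounds for 90 min at 37 °C. Detection reagent was added for 30–60 min at room temperature, and luminescence was read.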
PTHR1 agonist: activates the human parathyroid hormone receptor PTHR1; Q03431; Potency, µM (top dose mostly 115 µM), for inactives: top-dose activation, most hits filed as activators; actives 0.075% (n = 410,000); HEK293 GP2 PTHR1 cells, GloSensor cAMP luminescence, 1 h; also: potency is read from the fitted curve at half-maximal effect; nearly all actives have a fitted effect of over 55% in size; some results filed as inactive show a strong effect at the top dose; inactives centre near -15; many of its hits are not listed in these tables
Target sequence (Q03431 whole entry, looked up): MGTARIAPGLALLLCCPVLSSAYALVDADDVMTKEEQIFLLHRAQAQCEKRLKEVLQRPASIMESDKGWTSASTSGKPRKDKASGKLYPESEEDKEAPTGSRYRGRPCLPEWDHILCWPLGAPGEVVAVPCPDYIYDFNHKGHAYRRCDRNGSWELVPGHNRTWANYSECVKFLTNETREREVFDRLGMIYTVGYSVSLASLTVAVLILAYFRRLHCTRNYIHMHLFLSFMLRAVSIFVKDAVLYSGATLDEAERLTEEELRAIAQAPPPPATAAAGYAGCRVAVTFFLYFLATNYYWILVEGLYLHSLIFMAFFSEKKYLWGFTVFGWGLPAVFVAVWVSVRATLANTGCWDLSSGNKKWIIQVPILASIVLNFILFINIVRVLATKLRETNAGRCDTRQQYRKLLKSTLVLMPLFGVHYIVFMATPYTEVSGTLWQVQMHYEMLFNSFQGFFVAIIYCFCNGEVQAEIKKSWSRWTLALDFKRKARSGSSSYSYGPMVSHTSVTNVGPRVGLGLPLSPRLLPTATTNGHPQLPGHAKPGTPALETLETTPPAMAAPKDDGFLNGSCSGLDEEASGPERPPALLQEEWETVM
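HEK-293-derived GP2 cells expressing PTHR1 and a GloSensor cAMP reporter, 3,000/well, plated overnight, given luciferin plus IBMX (each 0.5 mM as added) for 1 h at 37 °C, then compound for 1 h at 37 °C. Luminescence was read after 15 min at room temperature.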
Akt phos inh: blocks phosphorylation of Akt; Neuro2A IGF-stimulated pAkt S473 HTRF, 20 min; active compounds read low; activity change, % for hits at 50 µM; actives 0.32% (n = 360,000); AID 651550; in the data active = activity change below about -80%; inconclusive = mostly about -51% to -80%; also: % is scaled to controls: 0 for no effect and ±100 for the full control effect
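Neuro2A cells (4,500/well, DMEM with 0.5% FBS) were treated with compound at a single 50 µM final concentration, stimulated with 6 nM IGF for 20 min at 37 °C, and lysed. Phospho-Akt Ser473 was read by HTRF as 665/615 ratio ×10^4.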
EPAC2 ag: EPAC2 (human) agonism. Potency, µM (titrated, usually from 154 µM), without a hit: at the highest dose activation, most hits filed as activators. actives 0.079% (n = 360,000). EPAC2 activation, biochemical qHTS; response scale: 100% = 6.5 mM cAMP response; also: potency is read from the fitted curve at half-maximal effect; nearly all actives have a fitted effect of over 50% in size
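Compounds were titrated in qHTS against a Rap1B-BODIPY-GDP (250 nM) complex with EPAC2 (100 nM) and GDP (50 uM). BODIPY-GDP release tracked at 480/540 nm over 30 min at room temperature, normalized to 6.5 mM cAMP.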
CCT chaperon mod: modulators of cytosolic chaperonin (CCT/TRiC) activity. purified chaperonin ATPase assay, HTRF ADP detection, 30 min. activity change, % (concentration not given with the values), hits read low. actives 0.3% (n = 360,000). AID 651819; in the data active = activity change below about -30%; also: % is scaled to controls: 0 for no effect and ±100 for the full control effect
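First, chaperonin was dispensed at 40 nM or 20 nM final depending on batch activity. Next, compounds were pinned at 76 uM and ATP added at 10 uM. After 30 min at 37 °C, ADP detection reagents ran 30 min at ambient temperature.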
MmCpn inh: blocks the Methanococcus maripaludis chaperonin Mm-Cpn. purified Mm-Cpn ATPase, ADP Transcreener TR-FRET. actives 0.031% (n = 330,000). Potency, µM (titrated, usually from 76.9 µM), inactives show at the highest dose activity, negative = inhibition, hits mostly inhibitors; also: potency is read from the fitted curve at half-maximal effect; % is scaled to controls: 0 for no effect and ±100 for the full control effect; nearly all actives have a fitted effect of over 80% in size
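Purified archaeal Mm-CPN (25nM final) preincubated 10 min at 37degC with compound, then 10uM ATP for 30 min at 37degC; ADP measured by HTRF Transcreener TR-FRET; buffer 30 mM TRIS pH 7.4, 100mM KCl, 5mM MgCl2, 1mM DTT.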
DRD3 antagonist: blocks the human D3 dopamine receptor | actives 2.5% (n = 360,000) | max response, negative = inhibition, % | D3R cells, DiscoveRx beta-arrestin luminescence, antagonist mode; active compounds read low | P35462; in the data active = max response below about -50%; inconclusive = no clear call, values can overlap the other calls; also: % is scaled to controls: 0 for no effect and ±100 for the full control effect; mostly tested at two doses, the higher about 12 µM
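Cells expressing the human receptor were seeded at 1500 cells/well, incubated overnight at 37 degrees C in 5% CO2, then exposed to library compounds with dopamine controls for 90 minutes at 37 degrees C before luminescent detection.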
An asterisk follows results filed as active; i = inactive; ? = inconclusive; . = no result given; [ ] = dose if it differs, or a comment. Unless noted, calls follow the shape of the dose curve; as a rule, active = well fitted curve in the direction sought with a large enough effect; inconclusive = small, poorly fitted or top-dose-only effect, or another doubt; inactive = no such curve, though single readings can be large; an effect the other way counts as inactive or inconclusive.

The line under a structure holds: EPAC2 antag, DRD3 agonist, PTHR1 agonist, Akt phos inh, EPAC2 ag, CCT chaperon mod, MmCpn inh, DRD3 antagonist
COCCn1c(SCC(=O)N2CCOCC2)nc2c(c1=O)SCC2
    -10%, -6, -24%, i, 6%, 0.2, -1%, -14
COc1ccc([C@@H]2[C@@H]3C(=O)N(C(C)(C)C)C(=O)[C@@H]3[C@]3(C)C(=O)N(c4cccc(F)c4)C(=O)N23)cc1
    10%, 13, i, i, -2%, -12, -1%, 16
COCCNC(=O)CN(CCc1ccccc1)S(=O)(=O)c1ccc(Br)cc1
    23%, 0, -20%, i, 1%, 0.5, 0%, 4
CCOc1ccc(NC(=O)CN2C(=O)/C(=C3\SC(=S)N(C4CCS(=O)(=O)C4)C3=O)c3ccccc32)cc1 (stereo not given)
    1%, -5, 5%, i, 16%, -2.6, 0%, -7
COC(=O)/C=C/CSC1=N/C(=C/c2ccc(-n3cncn3)cc2)C(=O)N1
    3%, -1, -14%, i, 1%, -0.1, 2%, 9
S=c1[nH]nc(CSc2nc3ccccc3s2)n1Cc1ccccc1
    -6%, -5, -6%, i, 10%, -2.7, 0%, ?
CCC1Oc2ccc(C)cc2N(CC(=O)NCCC2=CCCCC2)C1=O (stereo not given)
    2%, -35, i, i, -3%, -0.8, 1%, -5
Cn1c(CSc2ncccn2)nnc1SCC(=O)N1CCCCC1
    5%, 5, i, i, 3%, -0.9, 1%, 8
Cc1cc(F)ccc1S(=O)(=O)Nc1ccc(C(=O)N2CCCCCC2)cc1
    -6%, 11, -13%, i, 1%, -0.4, -1%, 5
O=Cc1cc2ccccc2nc1SCCCF
    -11%, -7, i, i, 16%, 3.9, -1%, 9
Cc1ccc(-c2cc3nc(NCCc4ccncc4)n(C)c(=O)c3s2)cc1
    14%, 26, -58%[inhibitor], i, 2%, -0.3, ., -3
COc1ccc(C(=O)Nc2ccc(C)cn2)cc1S(=O)(=O)N1CCCc2ccccc21
    -4%, 1, -36%[inhibitor], i, 9%, -0.7, -2%, -13
CC(C)c1ccc(CCNC(=O)c2cccc(S(=O)(=O)N3CCN(C)CC3)c2)cc1
    14%, 7, -28%, i, 1%, 0.0, -3%, 3
Cc1ccc(N2CC(C(=O)Nc3nccs3)CC2=O)cc1Cl (stereo not given)
    13%, -16, -3%, i, -1%, 0.3, 0%, -11
COC(=O)C1CCN(Cc2nnc(-c3ccccc3)o2)CC1
    9%, 81*, i, i, 6%, -0.4, -1%, 19
O=C(Nc1ccccc1NS(=O)(=O)c1ccc(F)cc1)C1CCC1
    6%, 7, -5%, i, 0%, -4.4, 1%, 6
CC(C)(C)C(=O)OCC1OC(n2cnc(C(N)=O)n2)C(O)C1O (stereo not given)
    19%, 0, i, i, 2%, -1.3, 0%, -22
CCCCC(=O)Nc1cc(N(C)C)nc2ccccc12
    -4%, 3, -4%[57.5 µM], i, -5%, 2.3, 2%, -10
COc1ccc(C(=O)Cc2nnc(C)s2)c(OC)c1
    5%, -4, i, i, 3%, 0.7, -3%, 13
CN1CCn2cnc(C(=O)Nc3ccc(Cl)cc3)c2C1=O
    -2%, 3, -9%, i, 11%, -0.2, ., 13

Reprinted from the part before: 2 entries, followed by the next part.
The line under a structure holds: EPAC2 antag, DRD3 agonist, PTHR1 agonist, Akt phos inh, EPAC2 ag, CCT chaperon mod, MmCpn inh, DRD3 antagonist
COc1ccc(C(=O)Cc2nnc(C)s2)c(OC)c1
    5%, -4, i, i, 3%, 0.7, -3%, 13
CN1CCn2cnc(C(=O)Nc3ccc(Cl)cc3)c2C1=O
    -2%, 3, -9%, i, 11%, -0.2, ., 13
CC(C)c1ccc(/C=c2\sc3n(c2=O)C(N)=C(C#N)C(c2ccc(C(C)C)cc2)C=3C(N)=O)cc1 (stereo not given)
    5%, 13, 3%, i, -12%, -1.8, ., 7
COC1CCCN(Cc2c(C(=O)N3CCc4ccccc4C3)nc3ccc(Cl)cn23)C1 (stereo not given)
    4%, 2, -5%, i, 7%, -0.3, -8%, 5
CCOC(=O)c1c(C)[nH]c(C2=NNC(=NC3CC3)SC2)c1C
    5%, 2, -21%, i, 7%, -0.4, -1%, -2
CN(C)S(=O)(=O)c1ccc(N2CCCC2)c(C(=O)Nc2ccc(C(N)=O)cc2)c1
    14%, 4, -24%, i, -4%, -0.6, -6%, 2
CC(CC(=O)N(C)CC(=O)Nc1ccc(N2CCOCC2)cc1)c1ccccc1 (stereo not given)
    -8%, -18, -14%, i, -7%, -0.3, -4%, 4
COc1ccc2[nH]c3c(=O)n(CCCCC(=O)N4CCCC4)c(=S)[nH]c3c2c1
    13%, -8, i, i, 6%, 3.3, -4%, -2
CCCC[C@@H]1C[C@H]1[C@@H](NC(=O)c1ccco1)c1ccc(Cl)cc1
    8.9µM*, 4, -38%[inhibitor], i, 2%, 0.6, 3%, 18
COC(=O)c1ccccc1NC(=O)c1ccc(Cn2cc(Cl)cn2)o1
    1%, -2, i, i, -20%, -1.4, -1%, 0
CN1C(=O)C2CN(CCc3ccccc3)CNC2N(C)C1=O (stereo not given)
    6%, 11, i, i, 0%, -3.6, 0%, -21
O=C(CCCn1c(=O)[nH]c2cc(Cl)ccc2c1=O)NC1CCCCCC1
    13%, -2, -2%[57.5 µM], i, -8%, -0.4, -1%, -19
Cn1c(=O)c2c(nc(NCc3ccco3)n2Cc2ccccc2Cl)n(C)c1=O
    -2%, 4, -16%[57.5 µM], i, -10%, -1.3, 2%, 0
CNc1ccc(/C=C/C(=O)c2ccc3c(c2)OCCO3)cc1[N+](=O)[O-]
    -4%, -1, -19%, i, -6%, 0.3, 2%, -12
Cn1cc(C2=C(c3ccc(Cl)cc3Cl)C(=O)NC2=O)c2ccccc21
    15%, 0, -46%[inhibitor], i, 100µM*, -1.7, 1%, -8
COc1ccc(-c2nn(-c3ccccc3)cc2/C=N/O)cc1
    -5%, -14, ?, i, 15%, -3.2, 0%, -17
Cc1ccc(N=C2SC(C(=O)NCCc3ccccc3)CC(=O)N2C)cc1C (stereo not given)
    -5%, 4, -17%, i, 10%, -0.5, 1%, -21
CCn1nc(C(=O)OCC(=O)NCCN2C(=O)CSC2=O)c2ccccc2c1=O
    -5%, 3, i, i, 7%, 0.1, 0%, -14
O=C(CCCc1nc(-c2ccc(Cl)cc2)no1)Nc1cccnc1
    -1%, 1, -39%[inhibitor], i, 8%, 0.0, -2%, 13
COc1ccc(C(=O)O)cc1S(=O)(=O)Nc1ccc(Oc2ccccc2)cc1
    -12%, 0, -14%, i, -1%, -3.0, -1%, -10
C=CCn1c(=O)n(CCOC)c(=O)c2sc3ccccc3c21
    -24%, -1, -1%, i, 15%, -1.9, -2%, -6
CC(=O)NC(CC(=O)NC(C)c1ccc(Cl)cc1Cl)c1ccccc1 (stereo not given)
    -6%, -19, i, i, -18%, -0.6, 0%, -51*
Cn1c(SCC(=O)Nc2ccc(NC(=O)c3cccs3)cc2)nnc1-c1ccncc1
    0%, -6, -9%[57.5 µM], i, 2%, -1.8, -4%, -6
NCCCCNCCCN
    -16%, 20, i, i, -9%, -0.6, 1%, 32
O=C(NCc1ccccc1)c1cc(-c2ccncc2)nc2ccc(S(=O)(=O)N3CCOCC3)cc12
    -2%, 4, i, i, -1%, 0.3, 0%, 8
COc1ccc(N2CCN(C(=O)NCc3cccc(OC)c3)CC2)cc1
    7%, 2, -19%, i, 2%, -4.3, -1%, 4
O=C1CC(N2CCN(c3ccc(F)cc3)CC2)C(=O)N1Cc1ccccc1 (stereo not given)
    -3%, 3, i, i, -5%, 1.5, -1%, -20
COc1cc(NC(=S)N(C)CCC#N)c(OC)cc1Cl
    3%, 2, -17%, i, 2%, 0.0, 3%, 3
COc1ccc(C)cc1NC(=O)c1ccc(OC(F)F)cc1
    -1%, 0, i, i, -2%, -3.7, -1%, 0
CCOc1ccccc1N1CCN(C(=O)NCc2ccc(F)cc2)CC1
    -3%, 9, i, i, 10%, 0.2, 0%, 22
O=C1C(=O)N(c2ccc(O)cc2)C(c2ccccc2[N+](=O)[O-])/C1=C(\O)c1ccccc1 (stereo not given)
    -2%, 4, -1%, i, 6%, -2.0, -3%, -29
CSc1nnc(SCC(=O)NC(=O)c2ccccc2)s1
    1%, 1, -69%, i, -5%, -2.2, 1%, 11
CC(C)(C)C(=O)Nc1sc2c(c1-c1nc3ccccc3[nH]1)CCCC2
    -8%, -4, 18%, i, 15%, -0.4, -3%, 20
Cn1nc(C(F)(F)F)c2cc(C(=O)Nc3ccc(C(F)(F)F)cc3)sc21
    -10%, 4, -40%[inhibitor], i, -1%, 1.4, -3%, 18
Cc1ccc(NC(=O)CSCc2ccc(F)cc2)cc1
    -2%, 3, i, i, -1%, 0.3, 1%, 7
Cc1ccc2nc(-c3ccc(NC(=O)CSc4nccc(=O)[nH]4)cc3)sc2c1
    5%, 2, -21%, i, -6%, 0.3, 2%, -10
O=C(CNc1cccc([N+](=O)[O-])c1)N/N=C/c1ccc([N+](=O)[O-])o1
    -11%, 1, -7%, i, 3%, -0.2, -2%, ?
CC(C)(C)n1ncc2c(=O)n(Cc3ccc(Cl)cc3Cl)cnc21
    -11%, 4, -25%[57.5 µM], i, 21%, -0.3, 3%, 54
O=C(c1ccccc1)C1CCN(C(=O)c2cccs2)CC1
    4%, 4, i, i, 4%, 1.4, -1%, 4
O=C(Nc1ccccc1N1CCCC1)c1ccc(Br)o1
    -3%, -3, i, i, 13%, -0.3, -1%, -4
COc1cccc(N2CN(C3CCCCC3)CNC2=S)c1
    3%, -1, i, i, -7%, -1.2, 1%, 7
Cc1ccc(Nc2nc(NCc3ccccc3)nc3ccsc23)c(C)c1
    -9%, -7, -87%[inhibitor], i, 15%, 1.2, ., 0
Cc1ccc(C(=O)Nc2c(C(=O)N3CCOCC3)cnn2-c2ccccc2)cc1
    3%, -6, -25%, i, 1%, -2.8, ., -23
COc1ccc(S(=O)(=O)N2CCCC(C(=O)NC3CC3)C2)cc1OC (stereo not given)
    12%, 17, i, i, 6%, 0.7, 2%, 7
COc1ccc(N/C(C)=C2/C(=O)C(=O)N(CCO)C2c2ccc([N+](=O)[O-])cc2)cc1 (stereo not given)
    -12%, -18, i, i, 4%, -3.0, 0%, 0

Assay outcomes: PubChem BioAssay, National Center for Advancing Translational Sciences (NCATS)

Some of the compounds tested; rates above refer to the full screens.
